High-throughput results: PubChem BioAssay, several laboratories
AHR act = human AHR activation | actives 2.5% (n = 320,000) | activation, % at 5 µM | P35869 | AHR-responsive luciferase reporter cells, luminescence; in the data active = activation above about 47%;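 also: 0% = vehicle wells and 100% = reference agonist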
JMJD2C inh = inhibitors of human GASC-1 (JMJD2C) demethylase. GST-JMJD2C(1-420) H3K9me3 demethylation, DELFIA europium. inhibition, % at 2.35 µM. actives 0.069% (n = 330,000);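 active = more than half of a compound's replicate wells show inhibition beyond 50%, single wells judged on their own value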;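 also: signal counts dimethyl H3K9 product captured on neutravidin plate; 0% = median of DMSO wells and 100% = 0.3 times that DMSO median; strong numbers were not always called active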
Target sequence (Q9H3R0 1-420 limits assumed): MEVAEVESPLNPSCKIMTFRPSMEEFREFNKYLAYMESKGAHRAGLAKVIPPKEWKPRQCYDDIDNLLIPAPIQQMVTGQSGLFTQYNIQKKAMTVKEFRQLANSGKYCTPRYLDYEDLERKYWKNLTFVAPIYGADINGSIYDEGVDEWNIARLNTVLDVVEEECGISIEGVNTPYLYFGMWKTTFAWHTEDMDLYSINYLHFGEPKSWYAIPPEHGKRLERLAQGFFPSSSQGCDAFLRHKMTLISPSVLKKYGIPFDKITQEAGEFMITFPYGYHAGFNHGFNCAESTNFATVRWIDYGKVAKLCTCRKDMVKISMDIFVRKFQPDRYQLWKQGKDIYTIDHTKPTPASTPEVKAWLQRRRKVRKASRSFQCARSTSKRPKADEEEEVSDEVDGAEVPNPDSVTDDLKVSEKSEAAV
MEP2-GFP yeast = modulators of TOR pathway MEP2-GFP in S. cerevisiae. GFP response vs DMSO, % at 10 µM. S. cerevisiae MEP2-GFP strain, flow cytometry GFP, 3 h; 100% = DMSO control level. actives 0.51% (n = 330,000);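 active = GFP response versus DMSO above a set limit, roughly screen mean plus 3 SD, cut at about 180% in these data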;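 also: median GFP fluorescence of the barcode-gated MEP2-GFP cells per well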
RPL19A TOR yeast = modulators of TOR pathway RPL19A-GFP in S. cerevisiae | S. cerevisiae RPL19A-GFP strain, flow cytometry, 3 h; stronger effect = lower value | percent response vs DMSO, % at 10 µM | actives 0.3% (n = 330,000) | AID 2025;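 active = percent response vs DMSO below 50%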;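 also: median channel GFP fluorescence of the barcoded RPL19A-GFP strain; ratio of sample median GFP to plate DMSO average so 100% = DMSO; lower means less RPL19A-GFP as with rapamycin TOR inhibition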
procasp3 activ = activates human procaspase-3. recombinant procaspase-3 D3A, Ac-DEVD-pNA absorbance 405 nm. activation, % at 8.5 µM. actives 0.11% (n = 330,000);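 active = activation above the mean of all tested compounds plus 3 SD, cut at about 21% in these data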;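 also: 0% = DMSO alone and 100% = DMSO wells spiked with extra 5 µM PC-3 D3A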
Target sequence (P42574 whole entry D9A/D28A/D175A): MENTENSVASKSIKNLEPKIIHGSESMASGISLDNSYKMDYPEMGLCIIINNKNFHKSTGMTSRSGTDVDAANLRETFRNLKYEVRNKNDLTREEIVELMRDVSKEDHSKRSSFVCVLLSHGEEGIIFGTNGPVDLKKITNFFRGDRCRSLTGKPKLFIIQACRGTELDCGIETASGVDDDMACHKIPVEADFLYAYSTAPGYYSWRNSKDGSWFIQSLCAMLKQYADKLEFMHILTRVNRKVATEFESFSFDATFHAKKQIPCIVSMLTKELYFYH
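Assay system – Procaspase-3 D3A mutant, all three cleavage aspartates alanine · Controls – DMSO-only low control, 5 µM PC-3 D3A high control · Schedule – 1 h compound preincubation, 2 h substrate hydrolysis at 25 °C · Signal – 405 nm absorbance of p-nitroaniline, reads at 0 and 120 min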
procasp7 counter = counter-screen for procaspase-3 activators: activators of human procaspase-7; actives 0.093% (n = 330,000); P55210; AID 463210; recombinant procaspase-7, Ac-DEVD-pNA absorbance 405 nm; D23A/D198A/D206A triple mutant, cannot self-cleave; scale: DMSO 0, 5 µM enzyme 100; activation, % at 8.5 µM;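 active = percent activation above the screen-wide mean plus 3 SD, cut at about 25% in these data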
Target sequence (P55210 whole entry D23A/D198A/D206A): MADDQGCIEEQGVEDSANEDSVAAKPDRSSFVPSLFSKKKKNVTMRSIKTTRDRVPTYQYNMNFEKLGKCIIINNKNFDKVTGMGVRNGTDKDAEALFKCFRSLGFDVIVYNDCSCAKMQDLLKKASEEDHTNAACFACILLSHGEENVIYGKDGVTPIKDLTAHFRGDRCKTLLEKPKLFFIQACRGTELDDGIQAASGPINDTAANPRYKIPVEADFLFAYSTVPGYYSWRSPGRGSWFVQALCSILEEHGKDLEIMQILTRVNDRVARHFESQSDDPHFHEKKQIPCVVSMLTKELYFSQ
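System: Uncleavable procaspase-7 mutant enzyme; Amount: 2 µM procaspase-7 mutant as dispensed; Schedule: 1 h compound preincubation, 2 h substrate cleavage, 25 °C; Measured by: 405 nm absorbance of p-nitroaniline; Evaluation: percent activation from buffer-corrected 0–120 min absorbance change; Control set: low DMSO alone, high DMSO plus 5 µM PC-7.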
Yeast superoxide = yeast age-related superoxide inhibition as caloric restriction mimetic; actives 0.18% (n = 330,000); S. cerevisiae aged cells, superoxide DHE fluorescence; stronger effect = lower value; AID 2690; superoxide response (% of plate mean), % at 10 µM;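 active = superoxide response under a set limit, about three screen SD below normal, cut at about 65% in these data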;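 also: yeast aged for seven days with compound at 30 °C before DHE staining; 100% = average MFI of all compound-treated wells on the plate with controls excluded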
LAP4-GFP MLPCN = modulators of TOR pathway LAP4-GFP in S. cerevisiae; S. cerevisiae LAP4-GFP multiplex, flow cytometry GFP, 3 h; median GFP as percent of DMSO wells; GFP response vs DMSO, % at 10 µM; AID 2023; actives 0.34% (n = 320,000);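 active = GFP response vs DMSO above a set limit, about the screen mean plus 3 SD, cut at about 150% in these data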
* = called active by the depositor; / = no result given.

SMILES	AHR act	JMJD2C inh	MEP2-GFP yeast	RPL19A TOR yeast	procasp3 activ	procasp7 counter	Yeast superoxide	LAP4-GFP MLPCN
O=C(COC(=O)c1ccccn1)Nc1c(Cl)cccc1Cl	0.4	2.1	99.9	90.8	-0.4	8.4	85.2	91.8
CCC(C)n1c(SCC(=O)NCCc2ccc(S(N)(=O)=O)cc2)nc2ccsc2c1=O (stereo not given)	-1.0	0.9	94.2	93.7	4.5	6.6	99.6	107.1
CCCn1c(SCC(=O)Nc2ccccc2N2CCCCC2)nc2c1c(=O)n(C)c(=O)n2C	-0.1	-1.2	101.1	95.3	-3.7	4.0	96.3	96.6
COC(=O)c1c(NC(=O)CSc2nnc(CNc3ccc(Cl)cc3)o2)sc(C)c1C	9.8	4.4	106.7	102.5	1.1	3.2	105.3	110.5
COc1cccc(C(=O)NNC(=O)C(=O)Nc2ccc(OC)cc2OC)c1	2.3	-317.1	94.0	102.6	-3.6	-2.5	100.0	99.2
O=C(Cc1cccs1)NCCc1cn2ccccc2n1	0.4	3.9	99.2	99.1	10.2	4.1	84.0	101.0
CS(=O)(=O)N(CC(=O)NCC1CCCO1)c1cc(Cl)c(Cl)cc1Cl (stereo not given)	0.2	-2.7	94.8	96.9	-4.2	2.2	101.5	93.1
O=C(c1cccc(C(F)(F)F)c1)N1CCc2c([nH]c3ccccc23)C1C(F)(F)F (stereo not given)	3.9	-5.1	96.7	95.9	2.4	0.0	92.8	131.0
S=C(NCCN1CCOCC1)Nc1ccc(Cl)c(Cl)c1	-0.8	-9.1	105.8	104.6	-2.2	-10.8	94.6	92.9
Cc1cc(OCC(O)CN2CCc3ccccc3C2)ccc1Cl (stereo not given)	0.9	-7.4	108.0	100.2	-7.5	-3.6	90.6	95.3
O=C(NCC1CCCO1)C1CCC(=O)N1Cc1ccccc1Cl (stereo not given)	0.4	1.3	115.0	104.0	4.6	9.6	97.4	103.4
CCOc1cc(C2C(C(=O)c3ccc(C)cc3)=C(C(=O)OC)Nc3nnnn32)ccc1O (stereo not given)	0.2	-19.9	96.6	83.3	3.9	-8.1	102.5	92.5
CCC(C(=O)NC(C)(C)C)N(C(=O)c1ccc(Cl)nc1)C1CCCC1 (stereo not given)	-0.2	-5.7	102.4	104.9	6.8	1.8	78.7	96.2
C=CCCCCCCCC(=O)OC	-0.6	29.8	108.8	101.0	5.2	2.0	91.0	106.3
CC(=O)Nc1ccc(/C=C2/Sc3ccccc3C2=O)cc1	6.9	-1.7	94.4	93.0	4.4	-10.3	91.8	101.8
O=C(Nc1ccc(Cl)c(Cl)c1)N1CCSC1c1ccco1 (stereo not given)	4.8	4.0	98.8	102.9	-0.1	-6.0	85.9	108.4
Cc1c(NC(=O)CSc2nnc(COc3ccccc3)n2-c2ccccc2)c(=O)n(-c2ccccc2)n1C	3.5	0.5	96.3	98.1	-9.9	-10.0	115.6	92.5
C#C[C@]1(O)CC[C@H]2[C@@H]3CCc4cc(O)ccc4[C@H]3CC[C@@]21C	-8.6	21.4	94.2	96.8	-2.8	-1.7	71.4	134.9
COc1ccc(-c2csc(NC(=O)CSCC(=O)Nc3cc(C)on3)n2)c(OC)c1	-0.1	-1.0	100.4	99.2	4.1	2.5	104.3	106.9
CCOc1ccc(/C=N/NC(=O)CN2CCCCC2)cc1OCC	2.1	-13.8	106.1	103.1	10.8	-3.0	92.8	97.1
Cc1ccc(S(=O)(=O)N2CCN(C(=O)N(c3ccccc3)c3ccccc3)CC2)cc1	-4.2	-4.0	89.8	100.9	-3.4	-7.8	99.1	96.0
O=C(NCc1ccco1)c1cccs1	1.6	6.8	102.5	96.8	-0.9	19.2	107.6	98.4
Cc1cccc(OCCCC(=O)O)c1	5.0	-20.4	98.0	94.8	-6.5	-7.8	105.3	97.3
O=C(CCCCl)Nc1c2c(nn1-c1ccccc1)CSC2	0.4	7.8	91.8	92.9	5.2	1.4	110.8	95.0
COc1ccc(NC(=S)Nc2ccccn2)c(OC)c1	33.0	41.4	100.5	99.3	-3.1	-0.7	85.9	110.8
CC(=O)c1ccc(N2CCN(C(=S)Nc3ccccc3)CC2)cc1	-1.4	-9.5	97.7	96.9	-0.1	-4.9	97.5	96.7
O=C(NCC1COc2ccccc2O1)c1ccc(Cl)c(S(=O)(=O)N2CCOCC2)c1 (stereo not given)	0.4	-1.5	96.0	95.5	6.9	6.6	94.7	102.9
CC(C)C(=O)N(Cc1ccc(F)cc1)Cc1nc2ccccc2c(=O)[nH]1	-1.1	-8.8	107.1	98.6	5.8	9.2	93.1	103.4
CC(=O)Oc1cc(C(C)C)c(OCCN(C)C)cc1C	-2.1	-3.9	84.3	90.1	1.3	-7.4	96.2	91.1
CC(=O)c1cccc(CN2CCN(C3CCCCC3)C(CCO)C2)c1 (stereo not given)	0.9	1.8	90.1	97.8	-1.0	2.1	110.1	87.1
Cc1ccc(NCC(=O)N/N=C/c2c[nH]c3ccccc23)cc1	157.7*	4.7	105.4	99.5	3.5	4.2	96.9	100.8
Cc1nnc(N/N=C/c2ccc(Br)cc2)n1N	38.7	6.1	106.2	106.5	-12.0	-9.3	97.9	88.3
COc1ccc(N=C2NC(=O)/C(=C/c3ccco3)S2)cc1	-1.6	2.4	97.8	96.9	-4.6	2.4	83.3	103.6
CCC(=O)Nc1cc(-c2nn(C)c(=O)c3ccccc23)ccc1OC	45.2	-3.7	102.3	/	4.5	2.7	91.0	98.8
CC(C)(C)OC(=O)C[C@@H]1C/C=C\C[C@H](CC(=O)N(CCO)Cc2ccccc2)C(=O)NCCOC1=O	-1.9	/	99.7	100.8	1.1	12.0	94.4	102.0
COCCNC(=O)C(C)OC(=O)c1nsc(Cl)c1Cl (stereo not given)	2.4	-0.4	101.5	98.5	0.3	0.0	101.9	96.2
Cc1nnc2sc(SCc3ccc(Cl)cc3)nn2c1=O	-1.4	-1.4	90.3	102.4	4.3	12.4	99.6	84.6
COc1ccc(C2C=C(C)Nc3ncnn32)cc1 (stereo not given)	4.0	-10.6	95.2	97.2	1.8	1.7	119.0	96.0
CC(=O)c1cccc(NC(=S)NC(=O)c2ccccc2Br)c1	12.3	-7.9	99.9	101.0	-3.4	-6.8	104.5	97.4
COC(=O)c1ccc(COC(=O)c2ccccc2OC)cc1	-0.8	13.5	95.8	99.2	12.1	-4.9	74.5	100.3

Fetched by structure from above, two records:
SMILES	AHR act	JMJD2C inh	MEP2-GFP yeast	RPL19A TOR yeast	procasp3 activ	procasp7 counter	Yeast superoxide	LAP4-GFP MLPCN
COCCNC(=O)C(C)OC(=O)c1nsc(Cl)c1Cl (stereo not given)	2.4	-0.4	101.5	98.5	0.3	0.0	101.9	96.2
CC(C)(C)OC(=O)C[C@@H]1C/C=C\C[C@H](CC(=O)N(CCO)Cc2ccccc2)C(=O)NCCOC1=O	-1.9	/	99.7	100.8	1.1	12.0	94.4	102.0

The listing picks up, repeating the 5 entries before the break.
SMILES	AHR act	JMJD2C inh	MEP2-GFP yeast	RPL19A TOR yeast	procasp3 activ	procasp7 counter	Yeast superoxide	LAP4-GFP MLPCN
COCCNC(=O)C(C)OC(=O)c1nsc(Cl)c1Cl (stereo not given)	2.4	-0.4	101.5	98.5	0.3	0.0	101.9	96.2
Cc1nnc2sc(SCc3ccc(Cl)cc3)nn2c1=O	-1.4	-1.4	90.3	102.4	4.3	12.4	99.6	84.6
COc1ccc(C2C=C(C)Nc3ncnn32)cc1 (stereo not given)	4.0	-10.6	95.2	97.2	1.8	1.7	119.0	96.0
CC(=O)c1cccc(NC(=S)NC(=O)c2ccccc2Br)c1	12.3	-7.9	99.9	101.0	-3.4	-6.8	104.5	97.4
COC(=O)c1ccc(COC(=O)c2ccccc2OC)cc1	-0.8	13.5	95.8	99.2	12.1	-4.9	74.5	100.3
NS(=O)(=O)c1ccc(Nc2ccc([N+](=O)[O-])c3nonc23)cc1	-1.8	6.6	98.7	102.4	-11.9	0.3	120.4	100.7
CC(C)NC(=O)N(C)C[C@H]1Oc2ccc(NS(=O)(=O)c3cn(C)cn3)cc2C(=O)N([C@H](C)CO)C[C@@H]1C	-0.7	0.3	97.6	99.1	-2.3	4.3	113.7	90.2
CC(Oc1ccccc1)C(=O)Nc1cccc(NC(=O)c2ccco2)c1 (stereo not given)	6.2	2.7	106.0	103.3	-0.6	-3.1	94.8	99.7
O=C(NCc1cccc(Cl)c1)C1CCN(S(=O)(=O)c2ccc(F)cc2)CC1	3.4	-12.4	109.0	103.9	-1.2	-1.5	88.6	101.6
C=CCSc1nc2ccccc2[nH]1	0.0	-1.1	98.5	91.7	3.4	-0.5	95.6	111.2
CCOC(=O)c1c(C)n(C)c2c(C)cc(O)c(OC(C)=O)c12	4.0	13.3	105.0	100.9	-2.5	-11.2	101.0	103.0
CCS(=O)(=O)c1ccc2c(c1)N(S(C)(=O)=O)CC(C(=O)NCc1ccccc1OC)O2 (stereo not given)	3.0	-5.3	100.2	101.5	-0.5	5.6	98.1	100.5
N#C[C@H]1C(O)C(O)c2ccccc2N1C(=O)c1ccccc1 (stereo not given in full)	4.4	-4.6	103.8	96.9	0.6	-5.9	81.8	101.1
CCOC(=O)N1CCC(NC(=O)CS(=O)(=O)Cc2nc(-c3ccccc3C)oc2C)CC1	-0.9	12.3	106.9	100.0	8.5	-3.6	84.5	118.6
COc1ccc(S(=O)(=O)N(CCc2ccccc2)CC(N)=O)cc1	0.8	-2.6	101.6	99.2	3.1	7.1	98.5	101.2
Cc1ccc(NC(=O)c2cc(=O)[nH]c3ccccc23)cc1	76.1*	-2.1	105.4	102.6	5.0	8.1	87.8	97.8
O=C(Nc1cccnc1)c1ccccc1-c1nc(-c2ccccc2F)no1	9.6	-2.6	106.2	102.3	1.9	0.8	85.5	110.4
Cc1cc(C(=O)COC(=O)c2ccccc2O)c(C)n1CC1CCCO1 (stereo not given)	-0.7	-3.1	96.8	97.3	1.6	7.7	99.7	113.9
CC(C)CSc1nnc2c(n1)[nH]c1ccccc12	25.7	-2.7	96.0	93.6	1.5	-10.2	91.6	85.2
CCCc1cc(=O)[nH]c(SCC(=O)N2c3ccccc3NC(=O)C2(C)C)n1	1.7	-8.9	96.9	99.8	9.3	1.2	84.8	85.8
CCS(=O)(=O)N1CCC(C(=O)NCCC2=CCCCC2)CC1	0.6	-0.6	98.8	96.3	-13.0	3.0	98.2	89.4
Cc1ccc(N2C(=O)c3ccc(N)cc3C2=O)cc1C	-1.5	-4.4	103.2	95.5	-2.7	-3.0	101.5	101.8
CCCn1c(N)c(N(CCOC)C(=O)CSCC(=O)Nc2ccc(C)cc2)c(=O)[nH]c1=O	-1.4	1.8	99.5	100.5	4.7	10.8	86.4	116.5
O=C1CCC(=O)N1OCCOc1ccc2c(c1)CCC2	6.4	-2.7	90.4	92.9	7.7	4.4	99.0	93.5
O=C(COc1ccc([N+](=O)[O-])cc1)N/N=C/c1ccccn1	4.6	-3.1	100.0	101.8	-8.8	-4.3	88.4	102.7
COc1cccc(-c2cc(C(=O)N3C(C)CCCC3C)no2)c1 (stereo not given)	10.6	-3.6	100.4	100.2	-1.2	8.0	102.4	101.6
Cc1nonc1OCCNCc1c(C(=O)N(C)C)nc2ccc(Cl)cn12	2.7	9.7	99.3	96.9	-4.7	2.0	95.7	100.5
